TcdB inh: inhibitors of Clostridioides difficile toxin B glycohydrolase; 0.24% of 350,000 active; inhibition, % at 9.99 µM; TcdB glycohydrolase enzymatic assay, plate reader; P18177; in the data active means inhibition above about 10%
Target sequence (P18177 whole entry, looked up): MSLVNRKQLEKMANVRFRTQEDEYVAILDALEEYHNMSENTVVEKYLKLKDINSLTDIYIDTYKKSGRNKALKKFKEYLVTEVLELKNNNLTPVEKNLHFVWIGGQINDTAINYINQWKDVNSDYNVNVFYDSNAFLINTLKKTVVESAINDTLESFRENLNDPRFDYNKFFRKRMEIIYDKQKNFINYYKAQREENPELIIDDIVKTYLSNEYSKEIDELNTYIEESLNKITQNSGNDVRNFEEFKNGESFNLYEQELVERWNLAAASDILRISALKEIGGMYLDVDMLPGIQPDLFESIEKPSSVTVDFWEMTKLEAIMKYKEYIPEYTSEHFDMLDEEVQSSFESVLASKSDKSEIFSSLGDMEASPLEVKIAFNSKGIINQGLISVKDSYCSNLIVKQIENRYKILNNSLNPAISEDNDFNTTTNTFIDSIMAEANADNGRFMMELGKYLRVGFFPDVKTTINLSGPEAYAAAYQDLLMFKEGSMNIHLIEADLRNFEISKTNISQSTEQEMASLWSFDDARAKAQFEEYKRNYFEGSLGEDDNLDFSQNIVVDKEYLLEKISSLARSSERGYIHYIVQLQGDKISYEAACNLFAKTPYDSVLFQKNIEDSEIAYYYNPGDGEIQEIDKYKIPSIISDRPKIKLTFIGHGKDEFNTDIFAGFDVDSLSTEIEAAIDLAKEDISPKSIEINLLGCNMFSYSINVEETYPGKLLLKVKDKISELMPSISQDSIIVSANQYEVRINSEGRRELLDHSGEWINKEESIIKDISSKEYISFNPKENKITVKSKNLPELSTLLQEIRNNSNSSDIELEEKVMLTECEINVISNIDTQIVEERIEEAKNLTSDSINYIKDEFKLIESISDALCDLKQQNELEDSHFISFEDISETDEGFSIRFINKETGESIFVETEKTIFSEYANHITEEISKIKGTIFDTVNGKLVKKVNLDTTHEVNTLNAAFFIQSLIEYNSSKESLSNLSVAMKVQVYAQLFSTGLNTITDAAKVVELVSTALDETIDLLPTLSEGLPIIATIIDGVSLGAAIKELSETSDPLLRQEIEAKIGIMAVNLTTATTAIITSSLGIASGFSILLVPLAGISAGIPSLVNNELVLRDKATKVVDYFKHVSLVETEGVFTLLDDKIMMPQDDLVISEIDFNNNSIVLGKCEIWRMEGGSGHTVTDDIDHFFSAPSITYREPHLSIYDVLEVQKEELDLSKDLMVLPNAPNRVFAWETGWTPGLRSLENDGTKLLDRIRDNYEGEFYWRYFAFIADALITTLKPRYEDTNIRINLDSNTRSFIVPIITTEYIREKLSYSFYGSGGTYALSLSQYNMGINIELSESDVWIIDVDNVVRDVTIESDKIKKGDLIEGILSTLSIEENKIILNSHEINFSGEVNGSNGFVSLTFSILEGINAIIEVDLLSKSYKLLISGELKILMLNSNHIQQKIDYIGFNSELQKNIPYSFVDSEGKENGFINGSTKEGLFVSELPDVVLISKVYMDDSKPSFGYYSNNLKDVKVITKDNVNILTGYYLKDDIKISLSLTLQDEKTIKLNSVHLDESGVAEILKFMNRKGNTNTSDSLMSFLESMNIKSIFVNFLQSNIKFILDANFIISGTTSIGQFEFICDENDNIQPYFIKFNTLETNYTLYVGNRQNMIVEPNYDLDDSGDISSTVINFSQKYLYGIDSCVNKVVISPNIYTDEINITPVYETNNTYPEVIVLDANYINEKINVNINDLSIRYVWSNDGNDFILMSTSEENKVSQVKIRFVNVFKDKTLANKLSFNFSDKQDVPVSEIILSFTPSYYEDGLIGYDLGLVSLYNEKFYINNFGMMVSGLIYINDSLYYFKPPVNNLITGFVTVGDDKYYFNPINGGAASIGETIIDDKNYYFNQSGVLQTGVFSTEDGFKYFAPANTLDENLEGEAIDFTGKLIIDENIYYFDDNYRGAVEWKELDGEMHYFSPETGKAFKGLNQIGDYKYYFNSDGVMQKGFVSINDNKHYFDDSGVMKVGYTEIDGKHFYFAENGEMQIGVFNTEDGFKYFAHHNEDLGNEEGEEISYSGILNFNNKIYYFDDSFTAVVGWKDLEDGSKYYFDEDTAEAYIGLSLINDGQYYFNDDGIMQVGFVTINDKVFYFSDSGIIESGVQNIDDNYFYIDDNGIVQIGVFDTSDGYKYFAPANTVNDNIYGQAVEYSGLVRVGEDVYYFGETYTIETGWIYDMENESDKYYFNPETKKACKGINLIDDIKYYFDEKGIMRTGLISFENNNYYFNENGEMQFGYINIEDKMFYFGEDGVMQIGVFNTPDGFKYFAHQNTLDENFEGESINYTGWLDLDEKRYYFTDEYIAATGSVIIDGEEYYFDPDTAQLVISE
* hit, by the source's call; & = joins results of further samples.

SMILES | TcdB inh
COc1ccc(-c2ccc([C@@H]3[C@H](CN(C)S(C)(=O)=O)N[C@@H]3CO)cc2)cc1 | 0.6
Cc1noc(C)c1NC(=O)Nc1ccc2c(c1)CC(=O)N([C@@H](C)CO)C[C@@H](C)[C@H](CN(C)C(=O)NC1CCCCC1)O2 | 2.5
C[C@H](CO)N1C[C@H](C)[C@H](CN(C)C(=O)Cc2ccccc2)OCCCC[C@H](C)Oc2ccc(NC(=O)Nc3ccc(C(F)(F)F)cc3)cc2C1=O | -0.2
C[C@@H]1CN([C@@H](C)CO)C(=O)c2cc(NC(=O)Nc3ccc4c(c3)OCO4)ccc2O[C@@H](C)CCCCO[C@@H]1CN(C)S(=O)(=O)c1cn(C)cn1 | -1.5
C[C@H](CO)N1C[C@H](C)[C@@H](CN(C)C(=O)Nc2ccccc2)OCCCC[C@H](C)Oc2ccc(NC(=O)Nc3ccccc3)cc2C1=O | -0.2
O=C(NC1CCCCC1)N1CC(=O)N2[C@@H](CO)[C@H](c3ccc(/C=C/c4ccccc4)cc3)[C@@H]2C1 | 0.3
C[C@@H]1CN([C@@H](C)CO)C(=O)c2cccc(NS(=O)(=O)c3cn(C)cn3)c2O[C@@H]1CN(C)S(=O)(=O)c1cn(C)cn1 | 1.2
O=S(=O)(N[C@@H]1CC[C@@H](CCn2cc(C3(O)CCCC3)nn2)O[C@@H]1CO)c1ccc(Cl)cc1 | 1.1
COCC#Cc1ccc2c(c1)O[C@@H](CN(C)S(=O)(=O)c1ccc(OC)cc1)[C@H](C)CN([C@@H](C)CO)S2(=O)=O | -1.4
COc1ccc2c3c(n(C)c2c1)[C@@H](CO)N(Cc1ccncc1)CC31CCN(C(=O)C2CCCC2)CC1 | -0.9
C[C@H](CO)N1C[C@H](C)[C@@H](CN(C)Cc2ccc(Cl)c(Cl)c2)Oc2ccc(NC(=O)Nc3cccc4ccccc34)cc2C1=O | 1.6
O=C(Nc1cc(F)ccc1F)N[C@H]1CC[C@@H](CCn2cc(C3CCCCC3)nn2)O[C@H]1CO | 0.5
O=C(Nc1ccccc1)N[C@H]1CC[C@@H](CCn2cc(-c3ccccc3F)nn2)O[C@@H]1CO | -1.8
CCCNC(=O)Nc1ccc2c(c1)C(=O)N(C)C[C@H](OC)[C@H](C)CN(C)[C@@H](C)CO2 | -0.3
CC(=O)N[C@H]1C[C@@H]2O[C@H](CO)CC[C@@H]2O[C@@H]1CCc1ccc(C#CCc2ccccc2)cc1 | -0.1
C[C@H]1CN([C@@H](C)CO)C(=O)Cc2cc(NC(=O)C3CCCCC3)ccc2O[C@@H]1CN(C)Cc1ccc(-c2ccccc2)cc1 | -0.3
Cc1ccc(S(=O)(=O)N2C[C@@H]3N[C@H](C2)C3c2ccc(-c3cccc(C#N)c3)cc2)cc1 (stereo not given in full) | -0.6&-0.6
O=C(C[C@@H]1C[C@@H]2c3cc(NC(=O)NC4CCCC4)ccc3O[C@@H]2[C@@H](CO)O1)NCC1CC1 | 0.4
C[C@H](CO)N1C[C@H](C)[C@H](CN(C)S(=O)(=O)c2cn(C)cn2)OCCCC[C@H](C)Oc2ccc(NS(=O)(=O)c3ccc(F)cc3)cc2C1=O | 1.0
C[C@H]1CN([C@@H](C)CO)C(=O)c2cccc(NS(=O)(=O)c3cccs3)c2O[C@H]1CN(C)Cc1ccc(C(F)(F)F)cc1 | 0.3
O=C(CCN1CCCCC1)N[C@H]1C=C[C@@H](CC(=O)N2CCC(Cc3ccccc3)CC2)O[C@H]1CO | -0.4
COc1ccc(-c2cnc3c(c2)C(=O)N([C@@H](C)CO)C[C@@H](C)[C@@H](CN(C)C(=O)C2CCOCC2)O3)cc1 | 0.3
C[C@H](CO)N1C[C@H](C)[C@@H](CN(C)C(=O)Nc2ccc3c(c2)OCO3)Oc2c(NC(=O)c3cnccn3)cccc2C1=O | -0.1
C[C@H](O)C#Cc1cnc2c(c1)C(=O)N([C@H](C)CO)C[C@H](C)[C@H](CN(C)C(=O)CN1CCOCC1)O2 | -3.5
C[C@H](CO)N1C[C@H](C)[C@@H](CN(C)C(=O)Nc2ccnc(N3CCOCC3)c2)OCc2ccccc2-c2ccccc2C1=O | 2.7

(listing goes on)
SMILES | TcdB inh
C[C@H]1CN([C@@H](C)CO)C(=O)Cc2cc(NC(=O)Nc3ccccc3)ccc2O[C@H]1CN(C)Cc1ccc(Cl)c(Cl)c1 | 0.8
C[C@H]1CN([C@@H](C)CO)C(=O)Cc2cc(N(C)C)ccc2O[C@H]1CN(C)S(=O)(=O)c1ccc(F)cc1 | -5.2
COCC(=O)NC[C@@H]1[C@@H](c2ccc(C3=CCCC3)cc2)[C@@H](CO)N1C(C)=O | -0.5
O=S(=O)(c1ccccc1F)N1CC[C@@H]2[C@H](CO)Nc3ccc(-c4ccccc4F)cc3[C@@H]21 | 2.0
C[C@@H]1CCCCO[C@@H](CN(C)Cc2ccc3c(c2)OCO3)[C@@H](C)CN([C@H](C)CO)C(=O)c2cc(NS(=O)(=O)c3ccc(Cl)cc3)ccc2O1 | -0.4
C[C@@H]1CCCCO[C@@H](CN(C)C(=O)Nc2ccc3c(c2)OCO3)[C@@H](C)CN([C@@H](C)CO)C(=O)c2cc(NC(=O)Nc3ccccc3)ccc2O1 | -0.2
CCCN(C)C[C@H]1Oc2cc(C#CCC3CCCC3)ccc2S(=O)(=O)N([C@H](C)CO)C[C@@H]1C | 0.8
CC(C)NC(=O)N[C@H]1C=C[C@H](CC(=O)N2CCCCC2)O[C@H]1CO | -0.3
CO[C@H](CN(C)C(=O)Nc1ccc(Cl)cc1)[C@@H](C)CN(Cc1ccccc1Cl)[C@H](C)CO | 0.2
C[C@@H]1CN([C@H](C)CO)S(=O)(=O)c2ccc(-c3ccccc3F)cc2O[C@@H]1CN(C)S(C)(=O)=O | 1.8
COCC(=O)N1CC(=O)N2[C@H](CO)[C@@H](c3ccc(-c4cccnc4)cc3)[C@H]2C1 | 0.2
Cc1ccc(S(=O)(=O)N[C@H]2C=C[C@@H](CC(=O)NC3CCCCC3)O[C@H]2CO)cc1 | -8.8
O=C(c1ccncc1)N1CCCCN2[C@H](CO)[C@@H](c3ccc(-c4ccccc4)cc3)[C@@H]2C1 | 0.2
CC=Cc1ccc2n(c1=O)C[C@H]1[C@H](CO)[C@@H](C(=O)NCCC)[C@@H]2N1CC1CC1 (mixture of isomers) | 0.2
C[C@@H]1CCCCO[C@H](CN(C)C(=O)Nc2ccccc2)[C@H](C)CN([C@@H](C)CO)C(=O)c2cc(N(C)C)ccc2O1 | -16.3
COc1ccc(CN(C)C[C@@H]2OCCCC[C@H](C)Oc3ccc(NC(=O)Nc4c(C)noc4C)cc3C(=O)N([C@H](C)CO)C[C@H]2C)cc1 | -0.3
COCC(=O)Nc1ccc2c(c1)C(=O)N(C)C[C@@H](OC)[C@@H](C)CN(Cc1ccccc1OC)[C@@H](C)CO2 | -1.0
CO[C@H]1CC[C@H]2CCOc3ccc(C#N)cc3C(=O)N(C)C[C@H](C)C(=O)N(C)C[C@@H]1O2 | -0.5
Cc1noc(C)c1S(=O)(=O)Nc1ccc2c(c1)C(=O)N([C@H](C)CO)C[C@@H](C)[C@@H](CN(C)S(C)(=O)=O)O2 | -1.1
C[C@@H]1CN([C@H](C)CO)S(=O)(=O)c2ccc(-c3ccncc3)cc2O[C@@H]1CN(C)Cc1cncnc1 | -8.5
CCC(=O)N1CCC2(CC1)CN(CC1CCOCC1)[C@H](CO)c1c2c2ccc(OC)cc2n1C | 1.0
COc1ccc(NC(=O)N(C)C[C@@H]2Oc3ncc(C#CCC(C)C)cc3C(=O)N([C@@H](C)CO)C[C@@H]2C)cc1 | 0.2
C[C@H](CO)N1C[C@H](C)[C@@H](CN(C)S(=O)(=O)c2ccc(Cl)cc2)Oc2ccc(NC(=O)CCCN(C)C)cc2C1=O | -0.9
Cc1ccc(S(=O)(=O)NCC[C@@H]2CC[C@H](NC(=O)NC(C)C)[C@@H](CO)O2)cc1 | -2.7
O=C(C[C@H]1C[C@@H]2c3cc(NC(=O)NC4CCCCC4)ccc3O[C@@H]2[C@@H](CO)O1)NCC1CC1 | -0.1

12 structures out of the list, sorted by molar mass, lowest first.
SMILES | TcdB inh
CC(C)NC(=O)N[C@H]1C=C[C@H](CC(=O)N2CCCCC2)O[C@H]1CO | -0.3
COCC(=O)NC[C@@H]1[C@@H](c2ccc(C3=CCCC3)cc2)[C@@H](CO)N1C(C)=O | -0.5
COCC(=O)N1CC(=O)N2[C@H](CO)[C@@H](c3ccc(-c4cccnc4)cc3)[C@H]2C1 | 0.2
CCCNC(=O)Nc1ccc2c(c1)C(=O)N(C)C[C@H](OC)[C@H](C)CN(C)[C@@H](C)CO2 | -0.3
CO[C@H]1CC[C@H]2CCOc3ccc(C#N)cc3C(=O)N(C)C[C@H](C)C(=O)N(C)C[C@@H]1O2 | -0.5
O=S(=O)(c1ccccc1F)N1CC[C@@H]2[C@H](CO)Nc3ccc(-c4ccccc4F)cc3[C@@H]21 | 2.0
COCC(=O)Nc1ccc2c(c1)C(=O)N(C)C[C@@H](OC)[C@@H](C)CN(Cc1ccccc1OC)[C@@H](C)CO2 | -1.0
COc1ccc(NC(=O)N(C)C[C@@H]2Oc3ncc(C#CCC(C)C)cc3C(=O)N([C@@H](C)CO)C[C@@H]2C)cc1 | 0.2
COCC#Cc1ccc2c(c1)O[C@@H](CN(C)S(=O)(=O)c1ccc(OC)cc1)[C@H](C)CN([C@@H](C)CO)S2(=O)=O | -1.4
C[C@H](CO)N1C[C@H](C)[C@@H](CN(C)S(=O)(=O)c2ccc(Cl)cc2)Oc2ccc(NC(=O)CCCN(C)C)cc2C1=O | -0.9
C[C@H]1CN([C@@H](C)CO)C(=O)c2cccc(NS(=O)(=O)c3cccs3)c2O[C@H]1CN(C)Cc1ccc(C(F)(F)F)cc1 | 0.3
COc1ccc(CN(C)C[C@@H]2OCCCC[C@H](C)Oc3ccc(NC(=O)Nc4c(C)noc4C)cc3C(=O)N([C@H](C)CO)C[C@H]2C)cc1 | -0.3

(list continues)
SMILES | TcdB inh
C[C@@H]1CN([C@@H](C)CO)C(=O)Cc2cc(NS(=O)(=O)c3ccc(Cl)cc3)ccc2O[C@@H]1CN(C)Cc1ccc(Oc2ccccc2)cc1 | -0.7
COc1cccc(C#Cc2cnc3c(c2)C(=O)N([C@H](C)CO)C[C@H](C)[C@H](CN(C)C)O3)c1 | -0.8
O=C(C[C@H]1C=C[C@H](NC(=O)Nc2ccc(F)cc2)[C@H](CO)O1)NCc1cccc(F)c1 | -0.3
COc1ccc2c3c(n(C)c2c1)[C@H](CO)N(Cc1ccccc1Cl)CC31CN(C(=O)CC2CC2)C1 | -0.2
Cn1cnc(S(=O)(=O)N2C[C@@H](O)COC[C@@H]3O[C@@H](CC(=O)NCc4ccc(F)cc4)CC[C@H]32)c1 | -0.4
COC(=O)[C@@H]1[C@@H](CO)[C@@H]2Cn3c(ccc(-c4ccccc4F)c3=O)[C@@H]2N1Cc1cccnc1 | -2.1
CCCC#Cc1ccc2c(c1)O[C@H](CN(C)C)[C@H](C)CN([C@@H](C)CO)S2(=O)=O | 0.0
C[C@@H]1CCCCO[C@H](CN(C)Cc2ccc3c(c2)OCO3)[C@H](C)CN([C@H](C)CO)C(=O)c2cc(NS(C)(=O)=O)ccc2O1 | -0.8
C[C@@H]1CN([C@@H](C)CO)C(=O)c2cc(NS(=O)(=O)c3cccs3)ccc2O[C@@H](C)CCCCO[C@H]1CN(C)Cc1ccc(C(=O)O)cc1 | -1.1
C[C@H](CO)N1C[C@H](C)[C@@H](CN(C)C(=O)NC2CCCC2)Oc2ncc(-c3ccccc3)cc2C1=O | 0.6
CC(=O)N(C)C[C@H]1OCc2ccccc2-c2ccccc2C(=O)N([C@@H](C)CO)C[C@@H]1C | -0.2
CCC(=O)N1[C@@H]2Cn3c(ccc(-c4ccc(F)cc4)c3=O)[C@H]1[C@@H](C(=O)OC)[C@@H]2CO | -0.5
CO[C@H]1CN(C)C(=O)c2cc(NC(=O)C3CCCC3)ccc2OC[C@@H](C)N(CC2CC2)C[C@@H]1C | -0.7
CN1[C@@H]2c3ccc(-c4ccccc4F)c(=O)n3C[C@@H]2[C@@H](CO)[C@@H]1C(=O)NCc1ccc(F)cc1 | -0.2
COc1ccc(NC(=O)N(C)C[C@H]2OCCCC[C@@H](C)Oc3ccc(NS(=O)(=O)c4cccs4)cc3C(=O)N([C@@H](C)CO)C[C@@H]2C)cc1 | -8.7
COc1ccc2c3c(n(C)c2c1)[C@@H](CO)N(C)CC31CCN(C(=O)Nc2c(C)noc2C)CC1 | 0.8
C[C@@H]1CN([C@@H](C)CO)S(=O)(=O)c2ccc(C#Cc3cccnc3)cc2O[C@H]1CN(C)C | 0.1
CCCC(=O)N1CCC2(CC1)CN(C(=O)Cc1ccccn1)[C@@H](CO)c1[nH]c3cc(OC)ccc3c12 | 0.1
COCC(=O)N1CC(=O)N2[C@@H](CO)[C@H](c3ccc(C#CC4CC4)cc3)[C@@H]2C1 | 0.3
COc1ccc(CNC(=O)C[C@H]2C=C[C@@H](NC(=O)c3ccc4c(c3)OCO4)[C@H](CO)O2)cc1 | 0.7
C[C@H]1CN([C@@H](C)CO)C(=O)c2cccc(NS(=O)(=O)c3cn(C)cn3)c2O[C@@H]1CN(C)S(=O)(=O)c1cn(C)cn1 | 1.6
C[C@@H]1CN([C@H](C)CO)C(=O)c2cc(NC(=O)CCC(F)(F)F)ccc2O[C@@H](C)CCCCO[C@H]1CN(C)Cc1ccc(C(=O)O)cc1 | -0.5
Cc1ccc(S(=O)(=O)N(C)C[C@H]2OCCCC[C@H](C)Oc3ccc(NS(=O)(=O)c4cccs4)cc3C(=O)N([C@@H](C)CO)C[C@@H]2C)cc1 | 0.1
C[C@@H]1CN([C@@H](C)CO)S(=O)(=O)c2ccc(C#CCC3CCCC3)cc2O[C@@H]1CN(C)Cc1ccc(C(=O)O)cc1 | -0.3
CNC[C@@H]1Oc2ccc(NC(=O)Nc3ccc(OC)cc3)cc2C(=O)N([C@@H](C)CO)C[C@@H]1C | 1.0
COc1ccc2c3c(n(C)c2c1)[C@@H](CO)N(C(C)=O)CC31CCN(C(=O)c2ccccc2)CC1 | 0.5
CC(C)NC(=O)N(C)C[C@H]1Oc2ccc(NC(=O)Cc3ccccc3)cc2CC(=O)N([C@H](C)CO)C[C@H]1C | -0.1
C[C@@H]1CN([C@H](C)CO)C(=O)c2cc(NS(=O)(=O)c3cccs3)ccc2O[C@H]1CN(C)Cc1ccc(Oc2ccccc2)cc1 | 0.1

Assay outcomes as filed in PubChem.

This is a subset, so the mix of outcomes need not match the whole.
